Bioassay records from PubChem.
FEN1 inhibitor = inhibitors of human flap endonuclease 1 | P39748 | Recombinant FEN1 flap cleavage, fluorescence, 15 min | Potency, µM (top dose mostly 114 µM), inactives show at the highest dose activity change, negative = inhibition, usual class: inhibitors | 0.35% of 390,000 active | AID 588795; note: nearly all actives have a fitted effect of over 65% in size
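Compounds are tested as a concentration series against 10 nM FEN1; after a 15 min room-temperature preincubation, 50 nM substrate starts cleavage, with plate reads at 0 and 15 min. Normalized responses are fitted by a Hill equation.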
N370S GC mod = inhibitors or activators of N370S glucocerebrosidase for Gaucher disease. P04062. N370S GC spleen homogenate, 4MU-glucoside fluorescence. Potency, µM (top dose mostly 59.4 µM), without a hit: at the highest dose activity change, negative = inhibition, usual class: inhibitors. 0.092% of 330,000 active. AID 2101;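 note: 0% = full enzyme activity and -100% = no enzyme basal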
KAT2A inh = inhibitors of human GCN5L2 histone acetyltransferase; AID 504327; Potency, µM (highest dose often 58.9 µM), for the others: top-dose activity change, negative = inhibition, most hits filed as inhibitors; GCN5L2 HAT assay, ThioGlo1 CoA-SH fluorescence; 0.21% of 390,000 active; Q92830
Target sequence (Q92830 whole entry, looked up): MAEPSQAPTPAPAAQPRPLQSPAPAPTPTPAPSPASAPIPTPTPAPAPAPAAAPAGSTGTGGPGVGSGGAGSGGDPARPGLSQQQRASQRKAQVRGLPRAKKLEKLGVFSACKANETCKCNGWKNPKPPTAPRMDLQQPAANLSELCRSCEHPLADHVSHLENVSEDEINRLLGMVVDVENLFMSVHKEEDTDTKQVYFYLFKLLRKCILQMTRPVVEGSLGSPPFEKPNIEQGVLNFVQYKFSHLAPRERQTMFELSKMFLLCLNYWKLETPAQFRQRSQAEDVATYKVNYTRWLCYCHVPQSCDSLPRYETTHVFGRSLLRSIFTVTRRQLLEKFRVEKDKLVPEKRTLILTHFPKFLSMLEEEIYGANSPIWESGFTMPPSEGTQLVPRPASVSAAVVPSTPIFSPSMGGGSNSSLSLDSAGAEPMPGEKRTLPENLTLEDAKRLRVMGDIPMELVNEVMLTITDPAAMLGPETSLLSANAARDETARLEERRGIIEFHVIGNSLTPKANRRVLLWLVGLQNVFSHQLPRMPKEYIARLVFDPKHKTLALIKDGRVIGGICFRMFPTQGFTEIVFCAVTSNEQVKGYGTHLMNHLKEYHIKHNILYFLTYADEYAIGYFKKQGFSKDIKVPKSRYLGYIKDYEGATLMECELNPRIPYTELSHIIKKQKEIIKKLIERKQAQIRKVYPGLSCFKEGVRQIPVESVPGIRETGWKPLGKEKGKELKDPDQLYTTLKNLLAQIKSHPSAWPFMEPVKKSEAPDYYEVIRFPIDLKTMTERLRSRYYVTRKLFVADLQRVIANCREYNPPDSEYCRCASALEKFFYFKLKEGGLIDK
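Preincubate 20nM GCN5L2 with compound 15 min, RT → add 50uM ThioGlo1 + 75uM H3(1-25) + 70uM acetyl-CoA → read fluorescence 0 and 20 min. Primary qHTS; fluorescent artifacts likely.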
* marks the source's active call; other numbers are inactive results; ? = inconclusive; nt = no result given; & = joins results of further samples; [ ] = remark or other dose. Calls come from the whole dose curve; as a rule, active = well fitted curve in the direction sought with a large enough effect; inconclusive = small, poorly fitted or top-dose-only effect, or another doubt; inactive = no such curve, though single readings can be large; an effect the other way counts as inactive or inconclusive. Unless noted, % is set by controls: 0 for no effect and ±100 for the full control effect; potency is the fitted concentration of half-maximal effect. The order is random. Share with any hit: about 0.54%.

Fields: FEN1 inhibitor, N370S GC mod, KAT2A inh
- Cc1cc(Cl)ccc1OCC(=O)OCC(=O)c1c(N)n(C)c(=O)n(C)c1=O
    -11%, nt, -16%
- CN1CCN/C1=C(/C(Cl)=C(Cl)Cl)[N+](=O)[O-]
    -5%, -3%, -9%
- COc1ccc(C)c(NC(=O)NCCc2cnc[nH]2)c1
    -6%, -16%, -7%
- O=C(NCCCn1ccnc1)c1cccc(Br)c1
    ?, -10%, 1%
- COC(=O)c1cc(NC(=O)CCc2c(C)nc3c(c(C)nn3C(C)(C)C)c2C)cc(C(=O)OC)c1
    -9%, nt, -2%
- CC1(C)C(=O)Nc2ccccc2N1C(=O)CN1C(=O)C(=O)N(C2CCCC2)C1=O
    -3%, -16%, 1%
- COc1cc(NC(=O)COc2ccc(-n3ccnc3)cc2)cc(OC)c1
    5%, 8%, -6%
- CC(=O)Nc1ccc(S(=O)(=O)N2CCSC2c2ccc(Cl)cc2)cc1 (stereo not drawn)
    ?, -5%, -7%
- O=C(CCN1CCN(C(c2ccccc2)c2ccccc2)CC1)N/N=C/c1ccc(O)cc1
    ?, -24%, 3%
- CC(C)=CCC/C(C)=C/C=N/NC(=O)c1cccc([N+](=O)[O-])c1
    -6%, 10%, 20%
- Cc1nnc(SCC(=O)Nc2sccc2C(N)=O)s1
    -14%, nt, -14%
- CCCS(=O)(=O)N1CCC(C(=O)NCCOC)CC1
    0%, nt, -4%
- Clc1ccc(C2=Nc3cc(Cl)ccc3OC2)cc1
    19%, 3%, -2%
- CC1CCCC(NC(=O)CCn2c(=S)oc3ccccc32)C1C (stereo not drawn)
    2%, 4%, 0%
- COc1ccc(Cc2nc3ccc(S(=O)(=O)N4CCOCC4)cc3[nH]2)cc1OC
    -6%, 4%, -4%

(cont.)
Fields: FEN1 inhibitor, N370S GC mod, KAT2A inh
- O=C(Nc1ccccc1)c1[nH]ncc1[N+](=O)[O-]
    2%, nt, 0%
- Cc1ccc(OCC(=O)NC(C)c2ccccc2)cc1C (stereo not drawn)
    1%, 19%, 3%
- Brc1cc(Br)c2nc(-c3ccc(N4CCOCC4)cc3)ccc2c1
    0%, 0%, 0%
- NC(=O)[C@@H]1CCCNc2c(F)cc([N+](=O)[O-])cc2C(=O)N[C@@H](CO)C(=O)N[C@@H](Cc2ccc(O)cc2)C(=O)N1
    -18%, -5%, -1%
- CC(C)CCNC(=O)c1ccc2c(c1)N(Cc1ccccc1F)C(=O)c1ccccc1S2=O (stereo not drawn)
    8%, nt, -6%
- N#Cc1cc(C(=O)c2ccccc2O)cn(-c2nccs2)c1=O
    -18%, -11%, -4%
- CCc1ccc(C(C)NC(=O)c2ncn[nH]2)cc1 (stereo not drawn)
    6%, -3%, -3%
- COc1ccccc1CNC(=O)COc1ccc(Br)c(C)c1
    -13%, -6%, -18%
- CCOc1ccccc1C(=O)Nc1nncs1
    0%, 4%, 3%
- Cc1c(C)n2c(SCC(=O)N3CC(C)OC(C)C3)nnc2[nH]c1=O (stereo not drawn)
    2%, 1%, ?
- CCOc1cc(NC(=S)NCCCOC)c(OCC)cc1NC(=O)c1cccs1
    -1%, 15%, -22%
- C/C(=N\NC(=O)c1ccc2c(c1)OCO2)c1ccc2c(c1)OCO2
    -2%, -3%, -5%
- Cc1ccc(/C=C2/CNC/C(=C\c3ccc(C)cc3)C2=O)cc1
    nt, -4%, -4%
- CSc1ccccc1NC(=O)c1cnc2sc(C)cn2c1=O
    1%, 3%, -7%
- COc1ccc(C(OCC(O)CNCCc2ccc(S(N)(=O)=O)cc2)c2ccc(OC)cc2)cc1 (stereo not drawn)
    -9%, -21%, 25%

(further entries)
Fields: FEN1 inhibitor, N370S GC mod, KAT2A inh
- COc1cc(/C=N/NC(=O)c2c(C)nnn2-c2nonc2N)ccc1O
    5%, -18%, -5%
- Cc1nc(NCCN2CCOCC2)c2nnn(Cc3c(F)cccc3Cl)c2n1
    -4%, 10%[2.35 µM], -3%
- Cc1ccccc1OCC(O)CNC1CCCC1 (stereo not drawn)
    0%, -3%, -4%
- COc1cc(C(=O)Nc2ccc(S(=O)(=O)Nc3cnc4ccccc4n3)cc2)cc(OC)c1OC
    3%, 3%, -2%
- Cc1cccc(Nc2ncc3c(n2)CC(C)CC3=O)c1 (stereo not drawn)
    -3%, 6%, -7%
- O=C(C1CCCN(S(=O)(=O)c2ccccc2)C1)N1CCN(c2ncccn2)CC1 (stereo not drawn)
    -7%, 4%, -5%
- Cc1ccccc1N1CCN(Cc2cc3c(cc2[N+](=O)[O-])OCO3)CC1
    -1%, 0%, -9%
- CC(=O)N1CCc2cc(S(=O)(=O)NCC(=O)NCc3ccc(F)cc3)ccc21
    -14%, 8%, -4%
- COc1ccc(O)c(C(=O)c2cnc3nc4ccccc4n3c2)c1
    -10%, 6%, -6%
- Cc1nc(NC(=O)CSc2nnc(C)n2CC2CCCO2)sc1C (stereo not drawn)
    -1%, -9%, -5%
- COc1ccc(-c2nnc(SCc3nnc(-c4ccccc4)o3)n2-c2ccccc2)cc1
    -2%, 3%, 2%
- CN1CCN(C(=O)c2cc3nc(-c4ccco4)cc(C(F)(F)F)n3n2)CC1
    -4%, -22%, -1%
- Cc1ccc(-n2nnnc2SCC(=O)N(CC(C)C)c2c(N)n(CC(C)C)c(=O)[nH]c2=O)cc1
    5%, 2%, -2%
- COc1ccccc1CCNC(=O)CNC(=O)Cc1cccc2ccccc12
    5%&-5%, 1%, -3%
- Cc1cc(C)c(S(=O)(=O)N(C)CC(=O)NCC2CCCO2)c(C)c1 (stereo not drawn)
    0%, -4%, -9%

More results follow:
Fields: FEN1 inhibitor, N370S GC mod, KAT2A inh
- COc1ccccc1CNC(=O)C1Cc2ccccc2C(=O)O1 (stereo not drawn)
    -14%, 8%, -8%
- O=C1CN(C(=O)CSc2nc3ccccc3n2CCc2ccccc2)c2ccccc2N1
    -1%, -3%, 0%
- Cc1ccc(NC(=O)Cn2c(=O)c3ccccc3n3nncc23)cc1
    18%, nt, -8%
- O=C(NCc1ccco1)C1CCN(c2nc3ccccc3n2Cc2ccccc2F)CC1
    -24%, 10%, -7%
- COC(=O)C1=C(O)/C(=C\c2ccc(CNC(=O)C(=O)Nc3ccc(C)c(C)c3)o2)N=C1C
    -5%, 1%, -4%
- O=C(NCCN1CCN(C(=O)c2cccc(Br)c2)CC1)C(=O)Nc1ccc(Br)cc1
    -9%, -13%, -3%
- COC(=O)Nc1ccc(N2CCOCC2)c(S(=O)(=O)N2CCOCC2)c1
    -11%, -3%, 1%
- CCC(CC)c1nnc(NC(=O)c2cc([N+](=O)[O-])ccc2N2CCOCC2)s1
    12%, nt, -8%
- CCC(=O)Nc1ccc(C(=O)CSc2nnc(-c3ccccc3F)n2C2CC2)cc1
    5%, 1%, -4%
- CCNC(=O)C(=O)N1CCC2(CC1)OCCN2S(=O)(=O)c1ccc(C)cc1
    1%, 2%, -2%
- CCOC(=O)Cc1nnc(NC(=O)CCc2ccccc2)s1
    -11%, -3%, -10%
- COc1ccc(C(OC(=O)c2ccco2)C(=O)NC(C)(C)C)cc1 (stereo not drawn)
    0%, 1%, 5%
- CCC(C)NS(=O)(=O)c1ccc(OCC(=O)NCc2ccco2)cc1 (stereo not drawn)
    -7%, 3%, nt
- Cc1cccc(NC(=O)CSc2ccc(-c3ccc4c(c3)OCO4)nn2)c1C
    6%, -9%, 2%
- Cc1nn(CC(=O)Nc2cc(S(=O)(=O)N3CCOCC3)ccc2Cl)c(C)c1[N+](=O)[O-]
    -8%, nt, 2%

14 entries out of the list, arranged by length of the SMILES, smallest number first:
Fields: FEN1 inhibitor, N370S GC mod, KAT2A inh
- Cc1ccccc1OCC(O)CNC1CCCC1 (stereo not drawn)
    0%, -3%, -4%
- O=C(NCCCn1ccnc1)c1cccc(Br)c1
    ?, -10%, 1%
- Cc1nnc(SCC(=O)Nc2sccc2C(N)=O)s1
    -14%, nt, -14%
- Cc1ccc(OCC(=O)NC(C)c2ccccc2)cc1C (stereo not drawn)
    1%, 19%, 3%
- COc1ccccc1CNC(=O)COc1ccc(Br)c(C)c1
    -13%, -6%, -18%
- CC1CCCC(NC(=O)CCn2c(=S)oc3ccccc32)C1C (stereo not drawn)
    2%, 4%, 0%
- CN1CCN/C1=C(/C(Cl)=C(Cl)Cl)[N+](=O)[O-]
    -5%, -3%, -9%
- COc1ccc(C(OC(=O)c2ccco2)C(=O)NC(C)(C)C)cc1 (stereo not drawn)
    0%, 1%, 5%
- CCOc1cc(NC(=S)NCCCOC)c(OCC)cc1NC(=O)c1cccs1
    -1%, 15%, -22%
- C/C(=N\NC(=O)c1ccc2c(c1)OCO2)c1ccc2c(c1)OCO2
    -2%, -3%, -5%
- Cc1c(C)n2c(SCC(=O)N3CC(C)OC(C)C3)nnc2[nH]c1=O (stereo not drawn)
    2%, 1%, ?
- Cc1ccccc1N1CCN(Cc2cc3c(cc2[N+](=O)[O-])OCO3)CC1
    -1%, 0%, -9%
- O=C1CN(C(=O)CSc2nc3ccccc3n2CCc2ccccc2)c2ccccc2N1
    -1%, -3%, 0%
- O=C(NCCN1CCN(C(=O)c2cccc(Br)c2)CC1)C(=O)Nc1ccc(Br)cc1
    -9%, -13%, -3%

Further entries
Molecule,FEN1 inhibitor,N370S GC mod,KAT2A inh
C=CCCCCCCCCCCCC(O)CC(O)CO (stereo not drawn) (tested in a mixture with another compound),nt,-18%,-2%
C(=N\n1cnnc1)/c1cccc(OCCOc2ccccc2)c1,-8%,0%,-1%
COc1ccc(OC)c2sc(N3CCN(C(=O)c4ccc5ncsc5c4)CC3)nc12,-12%,-1%,4%
COCCn1c(N)c(Sc2ccc(C)cc2)c(=O)[nH]c1=O,7%,1%,-3%
Cc1cc(C)cc(OCc2nnc(SCC(=O)N3CCCCC3)o2)c1,-9%,1%,-3%
CN(C1=NS(=O)(=O)c2ccccc21)c1ccc(OC(=O)c2ccccc2)cc1,37%[activator],-7%,-2%
CC[C@]1(c2ccccc2)NC(=O)N(C)C1=O,nt,10%[21.6 µM],8%[21.4 µM]
CC1=NN(C(N)=S)C(=O)C1N=Nc1ccc(F)cc1 (stereo not drawn),14%,-4%,-2%
OCCNCc1cccc(OCc2ccccc2Cl)c1,10%,-9%,-2%
CCC(C)NC(=O)c1sc2nc(C)c(C(=O)Nc3ccc(C)cc3C)c(-c3ccc(Br)cc3)c2c1N (stereo not drawn),15%,nt,-17%
COC(=O)c1cc2ccsc2n1CC(=O)N(C)c1ccccc1,2%,5%,-1%
CCN1C(=O)c2cccc3c(S(=O)(=O)NCc4ccccn4)ccc1c23,2%,5%,?
CNc1ccc(Br)cc(C(=O)/C=C/c2ccc(Cl)cc2Cl)c1=O,-21%,5%,2%
COc1ccc(-c2cnc(SCC(=O)Nc3ccc4c(c3)OCO4)n2Cc2ccco2)cc1,-5%,2%,?
Cc1cc(NC(=O)COC(=O)/C=C/c2ccc(C)o2)no1,20%,nt,-5%

Next section
Molecule,FEN1 inhibitor,N370S GC mod,KAT2A inh
CCN(c1ccccc1)S(=O)(=O)c1ccc(C(=O)NCC2(N(C)C)CCCCC2)cc1,13%,nt,1%
O=C(CN(Cc1ccco1)C(=O)CNS(=O)(=O)c1ccccc1)NCc1ccccc1,9%,9%,-7%
Cc1cc(C)c(C(=O)COC(=O)c2cccc(S(=O)(=O)NCc3ccccc3)c2)cc1C,-6%,1%,-12%
CCOC(=O)c1cc(-c2ccccc2)n(CCC(=O)Nc2cc(OCC)ccc2OCC)c1C,-25%,nt,-2%
O=C(/C=C/c1ccccc1)NC(NC(=S)Nc1cccc(Cl)c1)C(Cl)(Cl)Cl (stereo not drawn),-10%,2%,4%
COCC(=O)OCC(=O)Nc1cc(C(C)(C)C)nn1-c1ccccc1,-12%,2%,-1%
COC(=O)CSc1nc2[nH]ncc2c(=O)[nH]1,-4%,-18%,-9%
O=C(CSc1nc2c([nH]c3ccccc32)c(=O)n1-c1ccccc1)Nc1cccc(C(F)(F)F)c1,-10%,nt,-18%
O=C(CSc1nc(O)c(Cc2ccccc2)c(=O)n1-c1ccccc1)N1CCOCC1,8%,-3%,-10%
Cc1ccc(C(=O)O/N=C(\N)c2ccccn2)cc1C,-2%,2%,0%
CS(=O)(=O)Nc1ccc(Cc2ccc(NS(C)(=O)=O)cc2)cc1,-3%,5%,-3%
CN(C)c1nc2ccccc2n(C)c1=O,14%,-3%,-9%
COc1ccccc1NS(=O)(=O)c1ccc(O)c(C(=O)OCC(=O)N2CCc3ccccc32)c1,-11%,-6%,?
CCCc1ccc(Oc2cc(C)nc(N3CCOCC3)n2)cc1,-9%,11%,-8%
Cc1ccccc1-c1nc(SCc2ccccn2)c2c(=O)n(C)c(=O)n(C)c2n1,5%,14%,-6%
